# IDE cell inh = human IDE inhibitors in live cells, primary screen, fluorescence polarization, HEK cells, FAbetaB substrate. 320,000 compounds, 0.41% hits. FAbetaB cleavage. Insulin-degrading enzyme (Homo sapiens), P14735. inhibition, % at 5.59 µM. AID 434962, 2010;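 active = percent inhibition above the average of all tested compounds plus 3 SD, set per screening campaign, cut at about 16% in these data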;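 note: IDE supplied by intact live HEK cells; FP after avidin binding of uncleaved biotin substrate so inhibition keeps polarization high; 0% = DMSO wells and 100% = 60 µM reference IDE inhibitor Ii1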
# UBC9 SUMO inh = inhibitors of in vitro SUMOylation cascade, primary screen, biochemical, HTRF, uHTS. SUMO-conjugating enzyme UBC9 (Homo sapiens), P63279. HTRF SUMOylation assay, SAE1/SAE2 + UBC9. inhibition, % at 35 µM. 290,000 compounds, 0.36% hits. AID 2006, 2009; in the data active = inhibition above about 50%, passing the limit was not always enough; note: strong numbers were not always called active
# IDE act = human IDE activators in live cells, primary screen, fluorescence polarization, HEK cells, FAbeta-B substrate. 340,000 compounds, 0.073% hits. AID 493087, 2011. activation, % at 5.96 µM. FAbeta-B cleavage; 0% vehicle, 100% cell-free pure enzyme wells. Insulin-degrading enzyme (Homo sapiens), P14735;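 active = activation above the mean of all tested compounds plus 3 SD, set per screening campaign, cut at about 17% in these data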
# pCIP destab = p/CIP-EGFP fusion destabilizers, primary screen, fluorescence, F442A cells. Q05BA5. 16 h. decrease of EGFP signal, % at 10 µM. 290,000 compounds, 0.01% hits;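 active = EGFP signal decrease of at least 30% at 10 µM or well 3 SD below plate mean, unless failing retest; inactive = the rest, including hits failing retest or dose response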; note: some compounds called inactive have numbers as strong as hits; many of its hits are not listed in these tables
# Target sequence (Q05BA5 1-1403): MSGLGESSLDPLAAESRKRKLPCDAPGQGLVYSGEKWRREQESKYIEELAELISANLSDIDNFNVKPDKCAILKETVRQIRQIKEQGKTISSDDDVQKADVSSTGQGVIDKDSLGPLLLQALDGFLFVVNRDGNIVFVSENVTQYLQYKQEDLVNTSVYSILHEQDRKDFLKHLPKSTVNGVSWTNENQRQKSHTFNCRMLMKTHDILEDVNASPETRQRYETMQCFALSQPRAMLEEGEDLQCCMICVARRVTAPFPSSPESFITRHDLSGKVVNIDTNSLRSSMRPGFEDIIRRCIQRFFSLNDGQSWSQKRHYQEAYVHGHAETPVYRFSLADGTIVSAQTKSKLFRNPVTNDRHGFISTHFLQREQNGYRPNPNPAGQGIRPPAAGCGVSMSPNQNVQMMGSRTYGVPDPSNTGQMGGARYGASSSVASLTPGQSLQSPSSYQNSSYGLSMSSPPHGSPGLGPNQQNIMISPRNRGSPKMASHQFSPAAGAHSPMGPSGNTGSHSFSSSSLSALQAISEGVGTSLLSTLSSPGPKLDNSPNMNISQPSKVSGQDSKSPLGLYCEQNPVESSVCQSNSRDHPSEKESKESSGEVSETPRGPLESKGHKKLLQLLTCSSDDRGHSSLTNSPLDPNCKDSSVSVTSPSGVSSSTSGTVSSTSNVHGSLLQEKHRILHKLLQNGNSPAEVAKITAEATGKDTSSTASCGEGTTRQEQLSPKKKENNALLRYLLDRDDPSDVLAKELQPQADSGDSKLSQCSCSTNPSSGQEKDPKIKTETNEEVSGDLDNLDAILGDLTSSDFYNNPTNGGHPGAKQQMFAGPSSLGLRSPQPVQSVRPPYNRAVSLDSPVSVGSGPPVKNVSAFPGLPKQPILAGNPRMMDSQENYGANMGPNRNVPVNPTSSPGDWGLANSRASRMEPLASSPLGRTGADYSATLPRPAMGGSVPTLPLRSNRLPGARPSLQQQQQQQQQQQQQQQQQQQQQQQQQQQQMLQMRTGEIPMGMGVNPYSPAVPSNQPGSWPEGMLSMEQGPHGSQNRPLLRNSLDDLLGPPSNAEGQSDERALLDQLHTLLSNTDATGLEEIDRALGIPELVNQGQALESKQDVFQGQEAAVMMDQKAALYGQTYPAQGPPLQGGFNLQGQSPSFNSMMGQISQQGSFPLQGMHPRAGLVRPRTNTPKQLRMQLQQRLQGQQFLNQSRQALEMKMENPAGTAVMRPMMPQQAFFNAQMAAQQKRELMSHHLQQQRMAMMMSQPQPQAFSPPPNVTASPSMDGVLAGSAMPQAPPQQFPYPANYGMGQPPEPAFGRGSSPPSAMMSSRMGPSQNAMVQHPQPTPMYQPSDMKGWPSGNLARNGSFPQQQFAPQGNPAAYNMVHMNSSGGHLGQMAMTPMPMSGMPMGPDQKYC
# HCV NS3 hel inh = inhibitors of HCV NS3 helicase, primary screen, biochemical, Cy5 molecular beacon fluorescence; NS3 helicase DNA unwinding; AID 1800, 2009; 290,000 compounds, 0.56% hits; inhibition, % at 10.9 µM; Hepatitis C virus NS3 helicase;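 active = inhibition above the mean of all tested compounds plus 3 SD, set per campaign, cut at about 35% in these data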;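 note: 0% = DMSO wells and 100% = thioflavine S control wells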
#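 System: HCV NS3 helicase fragment; control set: DMSO and thioflavine S; technique: Cy5 fluorescence at 0 and 60 min, beacon hairpin quenching; reagent: beacon DNA duplex substrate plus ATP; replicates: singlicate; schedule: 1 h reaction at 25 °C, ATP-initiated; medium: MOPS buffer pH 6.5 with MgCl2, DTT, Tween20, BSA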
# FID counter = compounds displacing fluorescent DNA intercalator, primary screen, artefact control for HCV NS3 helicase inhibitor project, biochemical, FID fluorescence | DNA fluorescent intercalator displacement | 290,000 compounds, 0.17% hits | AID 1845, 2009 | inhibition, % at 7.9 µM; in the data active = inhibition above about 37%;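 note: 0% = vehicle and 100% = reference compound; higher means more ethidium bromide displaced from hairpin DNA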
# VIM-2 inhibitor = VIM-2 metallo-beta-lactamase inhibitors, primary screen, biochemical, epi-absorbance readout, Pseudomonas aeruginosa enzyme | inhibition, % at 5.6 µM | purified VIM-2, nitrocefin hydrolysis, epi-absorbance fluorescence | 290,000 compounds, 0.89% hits;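 active = inhibition above the mean of all tested compounds plus 3 SD, cutoff set per screening run, cut at about 7.5% in these data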;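 note: red hydrolysis product quenches plate fluorescence so inhibitors raise well fluorescence; 0% = enzyme with DMSO and 100% = DMSO without enzyme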
# PfM18AAP inh = PfM18AAP inhibitors, malaria aminopeptidase, primary screen, biochemical, QFRET, recombinant enzyme | M18 aspartyl aminopeptidase (Plasmodium falciparum 3D7) | 290,000 compounds, 1.2% hits | H-Glu-NHMec fluorogenic cleavage | inhibition, % at 7.35 µM;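 active = inhibition above the campaign mean inhibition over all tested compounds plus 3 SD, cut at about 28% in these data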;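 note: 0% = plate median of test compound wells and 100% = 2 mM ZnCl2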
# IMP-1 inhibitor = IMP-1 metallo-beta-lactamase inhibitors, primary screen, biochemical, epi-absorbance readout, Pseudomonas aeruginosa enzyme; metallo-beta-lactamase IMP-1 (Pseudomonas aeruginosa); purified IMP-1, nitrocefin hydrolysis, epi-absorbance fluorescence; inhibition, % at 5.6 µM; 290,000 compounds, 0.45% hits;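 active = inhibition above the mean plus 3 SD of all compounds in the same screening run, cut at about 4.5% in these data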;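 note: 0% = IMP-1 with DMSO and 100% = DMSO wells lacking enzyme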
#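 System – purified recombinant IMP-1 beta-lactamase · Input – IMP-1 dispensed at 0.2 nM · Timing – 15 min preincubation plus 25 min reaction at 25 °C · Signal – Epi-absorbance fluorescence, 480 nm excitation, 530 nm emission · Measure – percent IMP-1 inhibition derived from blank-referenced optical density · Controls – Enzyme-plus-DMSO low control, enzyme-free DMSO high control · Replication – singlicate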
# Starred values were filed as active, the others as inactive; . = no result given.
SMILES,IDE cell inh,UBC9 SUMO inh,IDE act,pCIP destab,HCV NS3 hel inh,FID counter,VIM-2 inhibitor,PfM18AAP inh,IMP-1 inhibitor
C/C(=N\Nc1ccccc1[N+](=O)[O-])c1ccccc1O,0,-10,10,2,13,5,-2.7,5,-4.1
C/C(Cl)=C/Cn1c(SC(C)C)nc2c1c(=O)[nH]c(=O)n2C,5,14,-6,-7,-3,-6,0.1,-3,-2.5
CCOc1ccc(S(=O)(=O)c2cn(C)c3cc(OC)c(OC)cc3c2=O)cc1,7,2,1,2,-4,-27,0.5,-4,-2.0
Cc1nnc(SCC(=O)NCC(=O)Nc2ccc(F)c(F)c2F)n1Cc1ccccc1,6,7,5,22,-8,-19,1.1,3,-1.3
Cc1occc1-c1nnc(SCC(=O)O)n1-c1ccccc1,2,-5,5,1,-19,-6,0.5,1,-1.4
COCCCNC(=O)CN1C(=O)COc2ccc(S(=O)(=O)N3CC(C)CC(C)C3)cc21 (stereo not given),1,13,-1,-6,5,-36,-2.4,1,-4.5
CC(NC(=O)c1cc(COc2ccc3ncccc3c2)on1)c1ccc(F)cc1 (stereo not given),-3,1,8,-11,-7,-26,1.1,0,-1.5
CC(=O)c1ccc(NC(=O)NNS(=O)(=O)c2ccc(F)cc2)cc1,-1,9,-2,-2,1,-8,-1.2,12,-0.1
O=C(CC(c1ccccc1)c1ccccc1O)NCc1ccco1 (stereo not given),4,27,2,-1,-4,-5,-0.6,-4,-0.6
CNC(=O)COC(=O)c1[nH]c(C)c(C(C)=O)c1C,-1,-2,3,3,-4,6,-3.0,-2,-1.1
Cc1cc(C(=O)NNS(=O)(=O)c2ccc(C(C)(C)C)cc2)nn1C(C)(C)C,7,24,0,-9,-3,-39,-1.5,-9,0.4
CCc1ccc(N2C(=O)C3C4C=CC(CC4)C3C2=O)cc1 (stereo not given),2,46,2,-2,8,-9,0.1,-4,-0.1
COC(=O)c1ccc(-c2ccco2)n1Cc1cccc(C)c1,2,-9,3,-8,4,-6,-4.7,-3,2.2
COc1ccccc1N(CC(=O)Nc1c(C)n(C)n(-c2ccccc2)c1=O)S(=O)(=O)c1ccc(C)cc1,3,9,4,2,-15,-29,-3.1,7,-2.1
CCOC(=O)c1c(C)[nH]c(C)c1S(=O)(=O)N(C)CC(=O)Nc1cccc(C)c1,4,-10,5,7,-6,-30,-0.5,-3,-1.5
O=C1NC(=Nc2ccc(F)cc2)CS1,0,-4,2,5,2,11,4.0,-13,0.3
O=C(CCl)Nc1cccc(Oc2cnccn2)c1,4,1,-2,-4,-5,-3,-1.5,2,-1.0
O=C(CN1C(=O)CCS(=O)(=O)c2ccccc21)NCc1ccccc1,9,20,1,-8,20,-10,-3.1,-3,-1.1
Cc1ccc(S(=O)(=O)NCC(=O)N(CC(=O)NCC2CCCO2)C2CCCC2)cc1 (stereo not given),-1,-6,5,-15,-1,-15,-7.2,-7,-4.4
COC(=O)C1=C(N)OC2=C(C(=O)CCC2)C1c1cccnc1 (stereo not given),-2,9,8,-8,-1,1,-5.8,-11,-3.8
CCOc1ccc(C(=O)Nc2nnc(C)s2)cc1OCC,8,-13,-3,-5,7,-10,-1.1,1,-3.0
Cc1ccc(C(=O)N2CCCC(C(=O)Nc3cccc(-c4ccc(F)cc4)c3)C2)cn1 (stereo not given),6,-4,-4,11,-2,-31,-5.1,-1,-3.2
CCOC(=O)N1CCN(c2c(NCCc3ccc(OCC)c(OCC)c3)c(=O)c2=O)CC1,-2,9,4,-6,9,-23,-3.1,8,-1.7
CC1(C)Cc2nc(N3CCOCC3)c(C#N)cc2CO1,7,19,5,-12,16,-8,-2.1,-1,-3.9
CCN(CC)C(=O)COc1ccc2c(-c3ccc(OC)cc3)cc(=O)oc2c1,1,13,1,3,-9,-22,0.1,3,-0.9
Cc1cc(Cl)ccc1NC(=S)Nc1ccccn1,.,2,-1,4,-6,-8,1.6,-4,-0.4
CCOC(=O)CN1C(=O)C(O)(CC(=O)c2ccco2)c2ccccc21 (stereo not given),-1,0,3,-3,3,-3,-1.1,0,-0.7
COc1ccc(C(=O)NC(Cc2ccc(OC(=O)c3ccc(OC)cc3)cc2)C(=O)O)cc1 (stereo not given),4,7,-2,-7,19,-20,-2.9,4,-4.1
Cc1cc(C)c2cc(CN(CCCN(C)C)C(=S)NCc3ccccc3)c(=O)[nH]c2c1,4,-2,-3,-4,-54,20,2.9,1,-1.4
Cc1ccc(C(=O)NCc2ccc3c(c2)OCO3)c(C)c1,-6,13,2,-14,-3,-5,-0.6,4,-2.2
COc1ccc(C(=O)NCc2nnc(SCC(=O)Nc3nc4ccccc4s3)o2)cc1,7,8,-5,2,15,-41,-4.9,13,-3.4
O=S(=O)(CCc1nc2ccccc2s1)c1ccc2ccccc2c1,0,1,2,0,-5,-13,-0.4,-1,-1.1
CC(=O)N1CCN(C(=O)CNC(=O)c2ccc(Br)o2)CC1,-2,11,8,-4,3,-3,-2.2,-6,-1.8
COc1cccc2cc(C(=O)Oc3ccc(NC(C)=O)cc3)c(=O)oc12,2,9,1,-6,9,0,0.0,4,2.2
CC1=Nc2ccccc2/C1=C/c1nc(-c2ccc(C)s2)oc1O,13,12,-11,-67,5,1,-1.6,8,-2.6
CCCCc1nc2cc(Cl)ccc2o1,1,9,-2,1,28,-6,-1.2,4,-1.3
O=C(Cn1c(=O)c2sccc2n(Cc2cccc([N+](=O)[O-])c2)c1=O)NCCc1ccccc1,-5,13,6,-8,44*,1,-0.8,4,-2.3
COc1ccc(C(C2C(=O)CC(C)(C)CC2=O)C2C(=O)CC(C)(C)CC2=O)cc1,3,-6,2,-3,2,-4,-2.5,2,-2.7
COc1ccccc1Nc1nc2ccccc2[nH]1,-4,21,11,-14,0,2,-2.5,-3,-2.3
Cc1cc(C)c(C#N)c(SC2CCCCC2=O)n1 (stereo not given),-6,11,2,2,0,-8,0.2,-3,-1.5

# Full records from above:
# `CC(=O)c1ccc(NC(=O)NNS(=O)(=O)c2ccc(F)cc2)cc1` is entered as IDE cell inh: -1; UBC9 SUMO inh: 9; IDE act: -2; pCIP destab: -2; HCV NS3 hel inh: 1; FID counter: -8; VIM-2 inhibitor: -1.2; PfM18AAP inh: 12; IMP-1 inhibitor: -0.1
# `CCc1ccc(N2C(=O)C3C4C=CC(CC4)C3C2=O)cc1` (stereo not given) is entered as IDE cell inh: 2; UBC9 SUMO inh: 46; IDE act: 2; pCIP destab: -2; HCV NS3 hel inh: 8; FID counter: -9; VIM-2 inhibitor: 0.1; PfM18AAP inh: -4; IMP-1 inhibitor: -0.1

# Remaining list, next part
SMILES,IDE cell inh,UBC9 SUMO inh,IDE act,pCIP destab,HCV NS3 hel inh,FID counter,VIM-2 inhibitor,PfM18AAP inh,IMP-1 inhibitor
CCc1nnc(NC(=O)c2cc(-c3ccccn3)nc3ccccc23)s1,2,14,2,13,-2,-21,-2.4,-2,-2.1
Cc1cccc(NC(=O)CSc2nc3ccc(NC(=O)CSc4nnnn4-c4ccccc4)cc3s2)c1C,4,38,.,3,12,0,0.8,-3,-1.3
CCN(CC)c1ccc(NC(=O)Nc2ccccc2)cc1,-1,-16,0,-1,3,4,-1.8,-34,-4.8
COc1ccc(OCC(=O)Nn2c(-c3ccc(OC)cc3)nc3ccccc3c2=O)cc1,8,8,7,-3,16,-21,-1.1,5,-2.9
CCOC(=O)c1c(C)[nH]c(C(=O)COC(=O)CCS(=O)(=O)c2ccc(C)cc2)c1C,4,-15,3,2,-20,-25,0.1,0,-2.1
COC(OC)c1ccc(C#N)c(SCc2ccc(C)cc2)n1,-3,-14,-4,-6,6,-11,-3.2,-12,-3.0
CC(=O)Nc1ccc(-c2cc(C(=O)O)c3ccc(C)cc3n2)cc1,0,36,3,6,9,-10,-0.8,-1,-0.5
C=CCN1C(=O)NC(c2ccc(OC)cc2)(C(F)(F)F)S/C1=C(\C#N)c1nnc(N2CCOCC2)n1-c1ccccc1 (stereo not given),1,0,3,2,12,-49,-5.0,8,-5.0
COc1ccc2c(c1)c(=O)oc1cc(OCC(=O)N3CCC(C)CC3)ccc12,6,12,0,-13,1,-4,0.2,-10,-3.6
COCCn1c(SCC(=O)c2ccccc2)nc2c(c1=O)SC(C)C2 (stereo not given),6,24,4,2,0,-2,0.1,8,-0.3

# Filtered by structure: those above containing an NH in an aromatic ring.
SMILES,IDE cell inh,UBC9 SUMO inh,IDE act,pCIP destab,HCV NS3 hel inh,FID counter,VIM-2 inhibitor,PfM18AAP inh,IMP-1 inhibitor
C/C(Cl)=C/Cn1c(SC(C)C)nc2c1c(=O)[nH]c(=O)n2C,5,14,-6,-7,-3,-6,0.1,-3,-2.5
CNC(=O)COC(=O)c1[nH]c(C)c(C(C)=O)c1C,-1,-2,3,3,-4,6,-3.0,-2,-1.1
CCOC(=O)c1c(C)[nH]c(C)c1S(=O)(=O)N(C)CC(=O)Nc1cccc(C)c1,4,-10,5,7,-6,-30,-0.5,-3,-1.5
Cc1cc(C)c2cc(CN(CCCN(C)C)C(=S)NCc3ccccc3)c(=O)[nH]c2c1,4,-2,-3,-4,-54,20,2.9,1,-1.4
COc1ccccc1Nc1nc2ccccc2[nH]1,-4,21,11,-14,0,2,-2.5,-3,-2.3
CCOC(=O)c1c(C)[nH]c(C(=O)COC(=O)CCS(=O)(=O)c2ccc(C)cc2)c1C,4,-15,3,2,-20,-25,0.1,0,-2.1

# Following part.
SMILES,IDE cell inh,UBC9 SUMO inh,IDE act,pCIP destab,HCV NS3 hel inh,FID counter,VIM-2 inhibitor,PfM18AAP inh,IMP-1 inhibitor
COc1ccc(S(=O)(=O)N2CCOC2CNC(=O)C(=O)NCc2ccco2)cc1C (stereo not given),0,9,1,3,20,-16,-1.5,2,0.7
O=C(NC1CC1)C1CCCN1S(=O)(=O)c1ccc2ccccc2c1 (stereo not given),2,10,1,-7,15,-12,1.5,-4,0.1
CC(=O)N1CCN(C(=O)c2ccc(Oc3ccccc3)cc2)CC1,3,7,-1,-8,-9,-10,-0.8,3,-2.1
Cc1cc(Cl)ccc1OCC(=O)NCCCN1CCOCC1,3,9,-1,4,-4,4,-1.4,-2,-2.9

# Screening data from PubChem.
